# Screening results deposited in PubChem by Broad Institute.
# NSD2 inh: inhibitors of human NSD2 methyltransferase | O96028 | inhibition, % at 12.5 µM | 44,000 compounds, 0.07% hits | NSD2-SET H3K36me1 DELFIA fluorescence, biochemical; in the data active = inhibition above about 54%, passing the limit was not always enough; inconclusive = no clear call, values can overlap the other calls;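 also: inhibitors reduce the monomethyl H3K36 fluorescence signal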
# Target sequence (O96028 whole entry, looked up): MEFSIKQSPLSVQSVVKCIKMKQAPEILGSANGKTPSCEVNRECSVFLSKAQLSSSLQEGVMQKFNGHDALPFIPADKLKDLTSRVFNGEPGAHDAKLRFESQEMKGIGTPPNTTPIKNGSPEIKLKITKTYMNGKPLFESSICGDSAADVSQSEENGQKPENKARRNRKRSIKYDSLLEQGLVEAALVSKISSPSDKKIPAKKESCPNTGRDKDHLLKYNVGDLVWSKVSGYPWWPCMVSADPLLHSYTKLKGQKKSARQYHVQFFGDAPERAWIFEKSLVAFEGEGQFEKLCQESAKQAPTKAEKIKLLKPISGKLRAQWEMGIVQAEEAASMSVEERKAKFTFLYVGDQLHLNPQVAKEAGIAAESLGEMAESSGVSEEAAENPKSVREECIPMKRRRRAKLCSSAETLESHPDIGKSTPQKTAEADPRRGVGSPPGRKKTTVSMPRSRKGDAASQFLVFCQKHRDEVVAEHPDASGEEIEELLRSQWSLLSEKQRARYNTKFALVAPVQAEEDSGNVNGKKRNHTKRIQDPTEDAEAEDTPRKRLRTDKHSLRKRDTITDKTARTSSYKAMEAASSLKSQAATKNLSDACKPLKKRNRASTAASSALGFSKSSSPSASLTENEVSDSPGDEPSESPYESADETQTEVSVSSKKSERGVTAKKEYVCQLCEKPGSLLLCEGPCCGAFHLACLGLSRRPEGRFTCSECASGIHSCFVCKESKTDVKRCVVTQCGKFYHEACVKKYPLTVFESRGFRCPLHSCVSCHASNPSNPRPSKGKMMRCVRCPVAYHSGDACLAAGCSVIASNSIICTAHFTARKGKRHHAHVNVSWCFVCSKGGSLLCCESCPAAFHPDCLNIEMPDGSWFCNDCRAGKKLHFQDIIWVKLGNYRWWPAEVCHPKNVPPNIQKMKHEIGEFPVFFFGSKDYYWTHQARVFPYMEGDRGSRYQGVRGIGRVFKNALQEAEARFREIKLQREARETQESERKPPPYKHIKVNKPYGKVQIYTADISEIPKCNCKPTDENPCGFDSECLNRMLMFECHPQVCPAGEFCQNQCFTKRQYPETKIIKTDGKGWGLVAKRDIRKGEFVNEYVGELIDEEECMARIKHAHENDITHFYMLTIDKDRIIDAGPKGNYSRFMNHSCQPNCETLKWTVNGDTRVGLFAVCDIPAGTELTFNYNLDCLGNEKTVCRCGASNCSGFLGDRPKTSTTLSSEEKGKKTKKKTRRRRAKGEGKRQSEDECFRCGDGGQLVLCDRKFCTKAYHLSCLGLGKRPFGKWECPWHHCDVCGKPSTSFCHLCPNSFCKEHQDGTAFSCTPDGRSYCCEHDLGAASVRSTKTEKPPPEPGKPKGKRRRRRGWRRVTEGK
# * hit, by the source's call; ? = inconclusive. These rows are one share of the data (hit frequency here may not be typical).
SMILES	NSD2 inh
COc1ccccc1-c1ccc2c(c1)O[C@H](CN(C)S(=O)(=O)c1ccccc1)[C@@H](C)CN([C@H](C)CO)S2(=O)=O	-7
C[C@@H]1CN([C@H](C)CO)C(=O)Cc2cc(NC(=O)Cc3cn(C)c4ccccc34)ccc2O[C@@H]1CN(C)C(=O)Nc1ccc(C(F)(F)F)cc1	-9
C[C@@H]1CCCCO[C@H](CN(C)C(=O)Cc2ccccc2)[C@@H](C)CN([C@@H](C)CO)C(=O)c2cc(NS(C)(=O)=O)ccc2O1	0
O=C(NO)c1ccc(C(=O)N/N=C/c2cccc(Oc3ccccc3)c2)cc1	1
C[C@H](CO)N1C[C@H](C)[C@H](CN(C)C(=O)Nc2ccc3c(c2)OCO3)Oc2ncc(C#Cc3ccccc3)cc2C1=O	-7
CC(C)NC(=O)N(C)C[C@@H]1Oc2ccc(NC(=O)Nc3cccc4ccccc34)cc2C(=O)N([C@H](C)CO)C[C@@H]1C	8
C[C@@H]1CN([C@@H](C)CO)C(=O)c2cc(C#CCc3ccccc3)cnc2O[C@@H]1CN(C)Cc1ccccn1	7
COCC#Cc1ccc2c(c1)O[C@@H](CN(C)C(=O)C1CCOCC1)[C@@H](C)CN([C@@H](C)CO)S2(=O)=O	0
C[C@H]1CN([C@@H](C)CO)S(=O)(=O)c2ccc(-c3ccccc3)cc2O[C@@H]1CN(C)Cc1cccc(F)c1	-14
C/C=C/c1ccc2c(c1)O[C@H](CN(C)C)[C@@H](C)CN([C@@H](C)CO)S2(=O)=O	2
C[C@@H]1CN([C@@H](C)CO)C(=O)c2cc(NC(=O)Nc3ccc4c(c3)OCO4)ccc2O[C@@H]1CN(C)Cc1ccc(C(F)(F)F)cc1	-9
C[C@@H]1CN([C@@H](C)CO)C(=O)c2cc(NC(=O)Cc3ccccc3)ccc2O[C@@H]1CN(C)CC1CCCCC1	-1
C[C@@H]1CN([C@H](C)CO)C(=O)c2cc(NS(=O)(=O)c3ccccc3)ccc2O[C@@H]1CN(C)Cc1ccc(-c2ccccc2)cc1	-1
CN(C)CC(=O)Nc1ccc2c(c1)[C@@H]1C[C@H](CC(=O)NCCc3ccccc3)O[C@H](CO)[C@@H]1O2	1
C[C@H](CO)N1C[C@H](C)[C@H](CN(C)C(=O)Nc2ccccc2)Oc2ncc(C#Cc3cccc(F)c3)cc2C1=O	-4

# Of the compounds above, these contain a CF3 group:
SMILES	NSD2 inh
C[C@@H]1CN([C@H](C)CO)C(=O)Cc2cc(NC(=O)Cc3cn(C)c4ccccc34)ccc2O[C@@H]1CN(C)C(=O)Nc1ccc(C(F)(F)F)cc1	-9
C[C@@H]1CN([C@@H](C)CO)C(=O)c2cc(NC(=O)Nc3ccc4c(c3)OCO4)ccc2O[C@@H]1CN(C)Cc1ccc(C(F)(F)F)cc1	-9

# Carrying on.
SMILES	NSD2 inh
CCC(=O)N(C)C[C@H]1Oc2ncc(C#CC3(O)CCCC3)cc2C(=O)N([C@@H](C)CO)C[C@@H]1C	-209
C[C@@H]1CN([C@H](C)CO)C(=O)c2cc(NS(=O)(=O)c3cccs3)ccc2O[C@@H]1CN(C)Cc1ccc(C(F)(F)F)cc1	-9
COc1ccc(NC(=O)N(C)C[C@H]2OCCCC[C@H](C)Oc3ccc(NC(=O)NC4CCCCC4)cc3C(=O)N([C@H](C)CO)C[C@H]2C)cc1	-4
C[C@@H]1CCCCO[C@@H](CN(C)C(=O)c2ccccc2)[C@@H](C)CN([C@H](C)CO)C(=O)c2cc(NC(=O)Nc3ccc(F)cc3)ccc2O1	-3
Cc1cc(C(=O)Nc2cccc3c2O[C@@H](CN(C)C(=O)Nc2c(C)noc2C)[C@@H](C)CN([C@@H](C)CO)C3=O)n(C)n1	4
COc1ccc([Si](C)(C)[C@H]2[C@H](CCO)O[C@@]3(C(=O)N(Cc4cccc(NC(C)=O)c4)c4ccccc43)[C@@H]2C)cc1	32
Cc1ccc(-c2ccc3c(c2)O[C@H](CN(C)C(=O)Nc2ccc(C(F)(F)F)cc2)[C@H](C)CN([C@H](C)CO)S3(=O)=O)cc1	-12
C[C@H](CO)N1C[C@H](C)[C@H](CN(C)Cc2ccccn2)Oc2ncc(C#CCN(C)C)cc2C1=O	-1
CN(C)C(=O)C[C@H]1C=C[C@@H](NC(=O)c2ccc(F)cc2)[C@@H](CO)O1	-2
C[C@@H]1CN([C@@H](C)CO)C(=O)c2cc(NS(C)(=O)=O)ccc2O[C@@H]1CN(C)Cc1ccc(C(=O)O)cc1	2
Cc1noc(C)c1S(=O)(=O)Nc1ccc2c(c1)C(=O)N([C@@H](C)CO)C[C@@H](C)[C@H](CN(C)C)OCCCC[C@@H](C)O2	0
C[C@H]1CN([C@@H](C)CO)C(=O)c2cc(C#CCc3ccccc3)cnc2O[C@@H]1CN(C)C(=O)C1CCOCC1	4
COc1ccc(S(=O)(=O)N(C)C[C@@H]2Oc3ccc(NC(=O)C4CCCCC4)cc3C(=O)N([C@H](C)CO)C[C@@H]2C)cc1	-1
O=C(N/N=C/c1ccccc1Br)c1ccccc1O	-5
C[C@@H]1CN([C@H](C)CO)C(=O)Cc2cc(NS(=O)(=O)c3cn(C)cn3)ccc2O[C@H]1CN(C)S(=O)(=O)c1ccc(Cl)cc1	-1
Cc1noc(C)c1NC(=O)N(C)C[C@@H]1OCCCC[C@H](C)Oc2ccc(NS(C)(=O)=O)cc2C(=O)N([C@@H](C)CO)C[C@H]1C	?
CC(C)NC(=O)N(C)C[C@H]1OCCCC[C@@H](C)Oc2ccc(NC(=O)Nc3ccccc3)cc2C(=O)N([C@@H](C)CO)C[C@H]1C	-2
COc1ccc(S(=O)(=O)N(C)C[C@H]2Oc3c(NC(=O)c4cnccn4)cccc3C(=O)N([C@@H](C)CO)C[C@@H]2C)cc1	-2
C[C@@H]1CN([C@@H](C)CO)C(=O)c2cccc(NC(=O)c3ccncc3)c2O[C@@H]1CN(C)Cc1ccc2c(c1)OCO2	-4
CNC[C@H]1OCCCC[C@@H](C)Oc2ccc(NC(=O)CCCN(C)C)cc2C(=O)N([C@H](C)CO)C[C@@H]1C	-2
COc1ccc(CN(C)C[C@H]2Oc3ccc(NC(=O)c4ccncc4)cc3CC(=O)N([C@H](C)CO)C[C@@H]2C)cc1	-10
C[C@H](NC(=O)N(C)C[C@H]1OCc2ccccc2-c2c(n(C)c3ccccc23)C(=O)N([C@@H](C)CO)C[C@H]1C)c1ccccc1	-10
CC(C)CC#Cc1cnc2c(c1)C(=O)N([C@H](C)CO)C[C@H](C)[C@@H](CN(C)S(C)(=O)=O)O2	-6
C[C@@H]1CN([C@@H](C)CO)C(=O)Cc2cc(NC(=O)Cc3ccccc3)ccc2O[C@H]1CN(C)Cc1ccc2c(c1)OCO2	-2
CC(C)N1C(=O)[C@@]2(Cc3ccccc31)c1ccccc1C(=O)N(Cc1ccccc1Cl)[C@H]2c1ccc(CO)cc1	16
CC(C)CC#Cc1ccc2c(c1)O[C@H](CN(C)S(C)(=O)=O)[C@@H](C)CN([C@@H](C)CO)S2(=O)=O	-4
Cc1noc(C)c1S(=O)(=O)Nc1ccc2c(c1)C(=O)N([C@H](C)CO)C[C@H](C)[C@H](CN(C)C(=O)Nc1ccc(C(F)(F)F)cc1)O2	4
COC(=O)C[C@H]1C=C[C@H](NC(=O)c2ccccc2)[C@H](CO)O1	8
C[C@@H]1CCCCO[C@@H](CN(C)S(=O)(=O)c2ccc(Cl)cc2)[C@H](C)CN([C@H](C)CO)C(=O)c2cc(NC(=O)CCC(F)(F)F)ccc2O1	-7
COCC#Cc1ccc2c(c1)O[C@H](CN(C)C(=O)CN(C)C)[C@H](C)CN([C@H](C)CO)S2(=O)=O	2
C[C@H]1CN([C@@H](C)CO)C(=O)c2cc(-c3ccncc3)cnc2O[C@@H]1CN(C)C(=O)NC1CCCC1	-1
COc1cc(/C=N\NC(=O)CCCCCCC(=O)NO)c(Br)cc1O	2
C[C@@H]1CCCCO[C@H](CN(C)C(=O)NC2CCCCC2)[C@@H](C)CN([C@H](C)CO)C(=O)c2cc(NS(=O)(=O)c3ccc(Cl)cc3)ccc2O1	-1
C[C@H]1CCCCO[C@@H](CN(C)S(=O)(=O)c2cn(C)cn2)[C@@H](C)CN([C@@H](C)CO)C(=O)c2cc(NC(=O)CCC(F)(F)F)ccc2O1	0
Cc1noc(C)c1NC(=O)Nc1ccc2c(c1)CC(=O)N([C@H](C)CO)C[C@H](C)[C@@H](CN(C)Cc1ccc(C(=O)Nc3ccccc3N)cc1)O2	4
C[C@@H]1CN([C@@H](C)CO)C(=O)c2cc(NS(=O)(=O)c3cccs3)ccc2O[C@@H]1CN(C)Cc1ccc(C(=O)O)cc1	25
Cc1cccc(S(=O)(=O)N(C)C[C@@H]2OCc3cnnn3CCCC(=O)N([C@H](C)CO)C[C@@H]2C)c1	0
O=C(C1=C[C@@H](c2ccc3c(c2)Cc2ccccc2-3)C[C@@H](OCCCCO)O1)N1CCN(Cc2ccc3c(c2)OCO3)CC1	7
CC(C)NC(=O)N[C@H]1C=C[C@H](CC(=O)NC2Cc3ccccc3C2)O[C@H]1CO	6
C[C@@H]1CN([C@@H](C)CO)C(=O)Cc2cc(NC(=O)Cn3cnnn3)ccc2O[C@H]1CN(C)C(=O)Nc1ccc(C(F)(F)F)cc1	4
COc1ccc(NC(=O)Nc2ccc3c(c2)C(=O)N([C@@H](C)CO)C[C@@H](C)[C@@H](CN(C)S(=O)(=O)c2ccc(C)cc2)O3)cc1	-3
CCCNC(=O)C[C@@H]1C[C@@H]2c3cc(NS(=O)(=O)c4ccccc4)ccc3O[C@@H]2[C@@H](CO)O1	-6
CC(=O)N(C)C[C@@H]1Oc2cc(Br)ccc2S(=O)(=O)N([C@H](C)CO)C[C@H]1C	1
C[C@H]1CN([C@@H](C)CO)C(=O)c2cc(NC(=O)C3CCCCC3)ccc2O[C@H]1CN(C)Cc1ccc(Cl)c(Cl)c1	2
C[C@@H]1CN([C@H](C)CO)C(=O)c2cc(NC(=O)CCN3CCOCC3)ccc2O[C@@H]1CN(C)Cc1ccc(C(=O)O)cc1	2
COc1ccc(NC(=O)N(C)C[C@H]2OCCCC[C@H](C)Oc3ccc(NC(=O)Nc4ccc5c(c4)OCO5)cc3C(=O)N([C@@H](C)CO)C[C@H]2C)cc1	-7
C[C@@H]1CCCCO[C@@H](CN(C)C(=O)Nc2cccc3ccccc23)[C@H](C)CN([C@@H](C)CO)C(=O)c2cc(NS(=O)(=O)c3ccccc3)ccc2O1	-6
C[C@H](CO)N1C[C@H](C)[C@H](CN(C)S(=O)(=O)c2cccc(F)c2)Oc2ncc(-c3cc4ccccc4o3)cc2C1=O	-3
C[C@@H]1CN([C@@H](C)CO)C(=O)c2cc(NS(=O)(=O)c3ccccc3)ccc2O[C@H]1CN(C)C(=O)NC1CCCCC1	-5
C[C@H](CO)N1C[C@H](C)[C@H](CN(C)Cc2ccc(Oc3ccccc3)cc2)Oc2ccc(NC(=O)Cn3cnnn3)cc2C1=O	-2
COCC(=O)N(C)C[C@H]1Oc2ncc(Br)cc2C(=O)N([C@H](C)CO)C[C@@H]1C	-1
C[C@H](CO)N1C[C@H](C)[C@@H](CN(C)Cc2ccc(Cl)c(Cl)c2)Oc2c(NC(=O)c3cnccn3)cccc2C1=O	3
C[C@@H]1CN([C@@H](C)CO)C(=O)c2cccc(NS(=O)(=O)c3cccs3)c2O[C@@H]1CN(C)Cc1ccccc1	-3
C[C@@H]1CN([C@@H](C)CO)C(=O)c2cccc(NS(=O)(=O)c3cn(C)cn3)c2O[C@H]1CN(C)Cc1ccc(Cl)c(Cl)c1	5
O=C(CCCCCCC(=O)N/N=C/c1ccc(CO)o1)NO	6
CC(C)NC(=O)N(C)C[C@@H]1Oc2cc(C#Cc3ccc(F)cc3)ccc2S(=O)(=O)N([C@@H](C)CO)C[C@H]1C	-3
CC1=CCC(C(C)(C)O[C@@H]2O[C@H](CO[C@@H]3O[C@H](COC(=O)c4cc(O)c(O)c(O)c4)[C@@H](O)[C@H](O)[C@H]3O)[C@@H](O)[C@H](O)[C@H]2O)CC1 (some centres not stated)	?
C[C@@H]1CCCCO[C@@H](CN(C)C(=O)c2ccncc2)[C@@H](C)CN([C@@H](C)CO)C(=O)c2cc(NS(=O)(=O)c3cccs3)ccc2O1	-1
C[C@@H]1CCCCO[C@H](CN(C)S(=O)(=O)c2ccc(F)cc2)[C@H](C)CN([C@H](C)CO)C(=O)c2cc(NS(=O)(=O)c3ccc(F)cc3)ccc2O1	-3
C[C@@H]1CN([C@@H](C)CO)C(=O)c2cc(NS(=O)(=O)c3cccs3)ccc2O[C@H]1CN(C)C(=O)Nc1ccc(F)cc1	-1

# A run of entries of the results above, for reference:
SMILES	NSD2 inh
C[C@H](CO)N1C[C@H](C)[C@H](CN(C)Cc2ccc(Oc3ccccc3)cc2)Oc2ccc(NC(=O)Cn3cnnn3)cc2C1=O	-2
COCC(=O)N(C)C[C@H]1Oc2ncc(Br)cc2C(=O)N([C@H](C)CO)C[C@@H]1C	-1
C[C@H](CO)N1C[C@H](C)[C@@H](CN(C)Cc2ccc(Cl)c(Cl)c2)Oc2c(NC(=O)c3cnccn3)cccc2C1=O	3
C[C@@H]1CN([C@@H](C)CO)C(=O)c2cccc(NS(=O)(=O)c3cccs3)c2O[C@@H]1CN(C)Cc1ccccc1	-3

# More results
SMILES	NSD2 inh
COc1cc2c(cc1C(F)(F)F)N(C(=O)Nc1cc(F)cc(-c3cccnc3)c1)CC2	-1
COc1ccc(S(=O)(=O)Nc2ccc3c(c2)C(=O)N([C@@H](C)CO)C[C@@H](C)[C@@H](CN(C)Cc2ccccc2)OCCCC[C@H](C)O3)cc1	0
C[C@@H]1CN([C@H](C)CO)C(=O)Cc2cc(NC(=O)NC3CCCCC3)ccc2O[C@H]1CN(C)C(=O)Nc1ccccc1	1
C[C@H]1CN([C@@H](C)CO)C(=O)Cc2cc(NC(=O)Nc3ccc(F)cc3)ccc2O[C@@H]1CN(C)CC1CCCCC1	-6
